HSP90 inh: HSP90 refolding inhibition in rabbit reticulocyte lysate | luciferase refolding luminescence, 3 h | inhibition, % at 5.6 µM | 290,000 tested, 0.91% active;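 active = inhibition above the screen-wide mean plus 3 SD, computed separately per campaign, cut at about 16% in these data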;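 note: 0% = DMSO wells and 100% = 60 µM geldanamycin wells; inhibitors lower the luminescence because luciferase stays unfolded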
GSK3beta inhib: inhibitors of human GSK3beta kinase. P49841. GST-GSK3beta kinase, ADP-Glo luminescence, 60 min; stronger effect = lower value. activity score (negative = inhibition), % at 10 µM. 300,000 tested, 0.038% active;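 active = more than half of replicate wells score below -50%, meaning over 50% inhibition versus plate controls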;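 note: 0% = median DMSO wells and -100% = median GW8510 positive control wells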
Target sequence (P49841 whole entry, looked up): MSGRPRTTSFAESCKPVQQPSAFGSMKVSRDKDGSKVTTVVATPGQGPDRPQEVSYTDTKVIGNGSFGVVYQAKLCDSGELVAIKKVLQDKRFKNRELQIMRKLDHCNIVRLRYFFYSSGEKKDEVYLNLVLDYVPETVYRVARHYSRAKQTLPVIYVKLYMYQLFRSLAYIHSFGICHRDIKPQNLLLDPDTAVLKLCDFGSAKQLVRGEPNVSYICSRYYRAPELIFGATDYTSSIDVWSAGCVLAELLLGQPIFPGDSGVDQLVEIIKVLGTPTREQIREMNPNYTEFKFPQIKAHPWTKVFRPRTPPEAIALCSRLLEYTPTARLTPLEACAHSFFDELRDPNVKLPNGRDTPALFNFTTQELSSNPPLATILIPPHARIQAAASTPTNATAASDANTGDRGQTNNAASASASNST
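Assay system: GST-tagged human GSK3beta kinase, cell-free; Input: 1.6 ng GSK3beta; Medium: Tris/MgCl2 kinase buffer; Timing: 60 min enzyme reaction, room temperature; Signal: ADP-Glo luminescence quantifying ADP generated by kinase; Evaluation: score relative to plate controls; Benchmarks: DMSO neutral wells and GW8510 at 20 µM as positive.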
HSF-1 act: increases HSF-1 driven luciferase reporter signal. activation, % at 9 µM. NIH3T3-HGL HSF-1 luciferase reporter, MG132, 8 h; 100% = twice DMSO control signal. 300,000 tested, 1.7% active;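 active = mean replicate activation of at least 50% with a set share of replicates each reaching 50%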;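 note: 0% = median of the neutral control wells and 100% = twice that signal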
GSK3 alpha inh: inhibitors of human GSK-3 alpha kinase; 320,000 tested, 0.1% active; P49840; inhibition, % at 10 µM; ADP-Glo luminescence, 60 min;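 in the data active = inhibition above about 50%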;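 note: GST-tagged GSK-3 alpha with peptide substrate and 25 µM ATP; 0% = DMSO neutral wells and 100% = GW8510 positive control wells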
Target sequence (P49840 whole entry, looked up): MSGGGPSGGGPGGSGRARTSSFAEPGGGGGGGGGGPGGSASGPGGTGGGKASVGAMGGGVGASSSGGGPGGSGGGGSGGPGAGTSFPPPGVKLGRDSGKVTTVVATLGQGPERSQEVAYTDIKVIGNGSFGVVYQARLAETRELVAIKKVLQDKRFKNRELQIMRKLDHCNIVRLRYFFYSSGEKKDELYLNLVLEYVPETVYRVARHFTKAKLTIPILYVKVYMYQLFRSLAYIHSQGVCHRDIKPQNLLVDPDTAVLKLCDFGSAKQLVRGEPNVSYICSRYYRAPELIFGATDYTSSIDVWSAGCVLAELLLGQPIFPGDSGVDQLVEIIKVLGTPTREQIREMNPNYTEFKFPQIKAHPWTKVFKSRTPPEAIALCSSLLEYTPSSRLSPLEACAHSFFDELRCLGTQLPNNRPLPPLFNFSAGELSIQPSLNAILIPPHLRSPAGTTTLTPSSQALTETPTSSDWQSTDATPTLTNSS
AI-2 QS modul: modulates the Vibrio harveyi AI-2 quorum sensing system. AID 2094. Vibrio harveyi JMH597 AI-2 luminescence/OD600 ratio, 9 h; stronger effect = lower value; strain lacks LuxN and CqsS sensors; 0 = neutral-control median. activity change, % at 7.5 µM. 300,000 tested, 0.4% active; in the data active = activity change below about -75%, passing the limit was not always enough;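 note: luminescence divided by OD600 gain over 9 h not by final OD600 alone; inactives centre near 13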
KLF5 inh: inhibitors of KLF5 expression; AID 1700; DLD-1 KLF5 promoter-luciferase reporter, luminescence; 290,000 tested, 0.23% active; inhibition, % at 5 µM;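 active = inhibition above a per-plate limit of that plate's mean compound inhibition plus 3 SD, cut at about 60% in these data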;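 note: 0% = DMSO wells and 100% = LY294002 at 200 µM; higher means less KLF5 promoter-driven luciferase light; inactives centre near -14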
aSyn 5UTR inh: 5' untranslated region of α-synuclein, MLPCN primary screen; AID 1813; inhibition, % (tested at 7.5 µM); 300,000 tested, 0.82% active; alpha-synuclein 5'UTR reporter, inhibitor activity; in the data active = inhibition above about 60%;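 note: H4 neuroglioblastoma cells stably carrying SNCA 5'UTR luciferase fusion; 0% = DMSO wells and 100% = positive control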
HSF1 inhib: HSF1 inhibition; NIH3T3-HGL HSE-luciferase, MG132-induced, luminescence 8 h; stronger effect = lower value; 300,000 tested, 0.77% active; activity change, negative = inhibition, % at 7.5 µM (by protocol);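 active = more than half of replicate wells show activity change below -50%, luminescence cut by over half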;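 note: luciferase reports HSF-1 transcriptional activity via heat shock element; 0% = median of DMSO wells and -100% = zero luminescence signal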
PolyA inhibitor: inhibitors of polyadenylation in S. cerevisiae | S. cerevisiae SKY197-pL101 polyadenylation reporter, beta-gal luminescence; efflux-impaired pdr1/pdr3 knockout yeast; score 100 = 6 SD above DMSO | calls only at 12 µM | 300,000 tested, 0.02% active | AID 1875;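 active = lowest replicate activity score at least 50, where 100 means six control SD above control mean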;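 note: yeast exposed to compound for 9 h at 30 °C; higher score means more reporter readthrough which indicates perturbed polyadenylation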
IEC-6 tox: counter-screen for KLF5 inhibitors: cytotoxicity in IEC-6 cells; IEC-6 cytotoxicity, luminescence viability; inhibition, % at 5 µM; 290,000 tested, 0.78% active; AID 1825; in the data active = inhibition above about 22%;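 note: 0% = plate median of test compound wells and 100% = cytotoxic reference compound wells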
* hit, by the source's call; i = inactive; . = not tested or not shown. These rows are one share of the data; rates above refer to the full screens.

SMILES	HSP90 inh	GSK3beta inhib	HSF-1 act	GSK3 alpha inh	AI-2 QS modul	KLF5 inh	aSyn 5UTR inh	HSF1 inhib	PolyA inhibitor	IEC-6 tox
O=C(CSC1CCCCC1)N1CCN(c2ccccc2)CC1	-1.5	0.5	2.2	-3.4	5.8	-0.2	-19.8	0.5	i	-4.3
COc1cc(Cl)c(C)cc1NC(=O)CSC	5.2	0.1	-3.2	-0.6	0.5	10.5	-4.5	-6.7	i	1.9
COc1ccccc1NC(=O)C(C)n1cnc2c(oc3nc4c(cc32)CCCC4)c1=O (stereo unspecified)	-0.1	1.0	0.3	-1.2	2.8	-6.3	-7.8	-2.9	i	6.3
CCc1ccc(NC(=O)CSc2nnc(C)c(=O)n2N)cc1	1.9	-3.4	2.6	-1.8	25.7	-18.3	-27.1	-4.3	i	-7.5
OC1CCN(CC(O)C(F)(F)F)CC1 (stereo unspecified)	0.2	2.0	-11.3	1.5	0.5	-47.3	9.3	-5.7	i	-2.3
Cc1ccc(S(=O)(=O)c2cc3c(=O)n4cccc(C)c4nc3n(C3CCCCC3)c2=N)cc1	2.4	0.3	15.9	-0.4	17.8	-10.9	13.2	-3.1	i	2.9
C/C(N)=C(/C#N)C(=O)COC(=O)CC1CCCC1	0.3	-3.4	19.3	-1.8	33.6	-22.4	9.0	-2.1	i	-0.3
COc1ccc(C2CCCN2C(=O)Nc2ccc(Cl)cc2)cc1OC (stereo unspecified)	1.3	2.4	1.9	-3.1	26.2	-25.6	-30.5	-0.9	i	1.9
Cc1ccc(-c2nnn(CC(=O)N(CC3CCCO3)C(C(=O)NCC3CCCO3)c3ccc(F)cc3)n2)o1 (stereo unspecified)	-4.2	1.5	-6.9	-0.7	29.2	-32.5	5.0	-1.9	i	-8.2
Cc1ccc2cc(CN(CC3CCCO3)S(=O)(=O)c3cccc4nsnc34)c(=O)[nH]c2c1 (stereo unspecified)	-1.2	1.6	-0.6	-0.6	39.9	-19.5	13.1	1.7	i	-6.0
CCOc1ccc(N=Cc2c(O)c3ccccc3oc2=O)cc1	-1.5	-1.7	-41.6	1.4	4.1	3.4	-58.5	-34.8	i	0.8
COC(=O)C1=C(N)Oc2cc(C)n(Cc3cccnc3)c(=O)c2C1c1cc(OC)ccc1OC (stereo unspecified)	2.0	4.1	5.9	-9.5	10.7	1.0	9.5	-4.6	i	2.2
O=C1c2ccccc2CN1C(CO)Cc1ccccc1 (stereo unspecified)	0.2	-0.1	-4.6	-0.5	29.2	-16.5	-2.7	5.3	i	-0.9
N#Cc1cccc(NCC(=O)Nc2ccc3c(c2)OCCO3)c1	-1.8	-0.6	68.3*	-1.7	-40.5	-145.6	-68.7	36.2	i	0.8
Cc1ccc(CCCNC(=O)C2CCC(=O)N(Cc3cccc(F)c3)C2)cc1 (stereo unspecified)	4.7	2.3	-11.1	-0.3	-0.2	-27.2	-3.2	4.1	i	7.9
CN1CCN(S(=O)(=O)c2ccc(NC(=O)C(C)(C)C)cc2)CC1	6.1	-2.4	2.5	-5.9	-2.4	-39.1	15.5	-0.1	i	-3.3
COc1ccc(C(=O)NCCc2nnc3ccc(SCC(=O)N4CCCCC4)nn23)cc1	0.9	-2.6	8.5	-0.2	21.0	-29.9	18.9	-2.9	i	0.9
CC(NC(=S)NC1CCC(C(C)(C)C)CC1)c1ccccc1 (stereo unspecified)	-2.7	-3.1	-9.4	-4.1	10.6	-19.0	9.1	-2.6	i	2.4
OCC[C@@H]1C[C@@H](O)[C@H](O)[C@]2(CCCc3ccccc3O2)O1	-2.1	-4.3	0.1	0.7	5.4	-7.6	4.6	-6.2	i	1.9
Cc1ccccc1NC(C)C(=O)N/N=C/c1ccccc1OCc1cccc(Br)c1 (stereo unspecified)	2.8	-2.2	-4.1	-3.3	1.1	-24.1	-12.7	5.3	i	-1.5
Cc1ccc(-c2nc(-c3cccnc3)no2)c(C)c1	-3.3	2.7	57.5*	-4.3	10.2	-51.3	-91.6	21.0	i	0.0
NS(=O)(=O)c1ccc(CCNC(=O)CC(c2ccccc2)c2ccccc2)cc1	1.8	2.5	-6.2	.	8.0	-17.9	-4.0	2.2	i	-4.6
Cc1ccc(C(=O)/C=C/Nc2ccc([N+](=O)[O-])cc2Br)cc1	6.8	0.3	-3.7	-1.1	33.7	-89.7	-124.4	-1.7	i	2.3
CCc1cccc(N(CC(=O)NC2CCCCC2)C(=O)c2csnn2)c1	1.3	.	34.9	1.5	.	12.7	-4.7	-4.7	i	7.4
Cc1ccc(-c2nnc3ccc(SCC(=O)Nc4cc(C)on4)nn23)cc1	-3.6	1.0	13.7	.	28.5	-18.2	-0.7	5.2	i	-3.8
NC(=O)CC(NC(=O)Cc1cccc2ccccc12)c1ccc(NC2CCCCCCC2)c([N+](=O)[O-])c1 (stereo unspecified)	.	-2.3	-7.7	-0.1	12.8	.	3.7	-2.5	i	.
Cc1ccc2[nH]c(C)c(CC(=O)O)c2c1	10.2	1.9	1.7	-1.9	24.1	-24.6	23.7	1.0	i	-1.4
COc1ccccc1N(CC(=O)NC(C)(C)C)S(=O)(=O)c1cccs1	5.8	-0.5	-7.0	.	8.4	-33.4	24.5	-8.3	i	1.9
COc1ccccc1N1CCN(C(=O)c2noc(C(C)C)c2[N+](=O)[O-])CC1	-1.5	.	17.6	-0.3	28.0	-26.8	0.4	-3.2	i	1.6
CCOC(=O)Cn1c(CN2CC(C)OC(C)C2)nc2c1c(=O)n(C)c(=O)n2C (stereo unspecified)	-3.4	-2.8	-11.2	-1.5	17.4	-1.7	-21.2	-0.7	i	-8.7
COc1cc(OC)c2c(c1)C(=O)OC2	-5.5	-0.3	29.6	1.1	0.3	-3.8	27.3	-2.4	i	1.8
O=C(NNC(=O)c1ccccc1OCc1ccc(F)cc1)c1ccccc1O	-2.8	0.4	28.9	.	25.4	41.3	67.5*	4.5	i	10.5
Cc1cc(NC(=O)CSc2nc(C(C)C)nc3sc4c(c23)CCCC4)no1	0.6	1.7	3.5	-1.6	17.5	-14.1	30.7	14.4	.	-1.4
Cc1nc(-c2cccc(NC(=O)c3ccco3)c2)cs1	-2.4	-2.3	-5.1	-1.8	8.3	-40.1	-31.5	-2.0	i	2.5
COc1cc(/C=C(/C#N)C(=O)NC(C)c2ccccc2)cc(OC)c1O (stereo unspecified)	4.8	-1.2	6.5	-0.9	13.8	-4.4	13.6	2.7	.	1.5
N/C(=N\OC(=O)Cc1ccc(-c2ccccc2)cc1)c1ccncc1	4.2	0.4	6.7	2.1	15.8	-0.9	-1.2	3.1	i	2.8
CCOC(=O)c1c(NC(=O)C2C3CCC(O3)C2C(=O)O)sc(C)c1-c1ccc(F)cc1 (stereo unspecified)	1.5	1.3	10.8	-3.2	20.3	-34.8	-4.9	3.7	i	-6.6
COC(=O)c1sccc1NC(=S)N1CCN(c2ccccc2F)CC1	-1.2	1.6	26.7	0.7	-2.5	27.2	-8.6	-4.5	i	3.1
Cc1ccsc1C(C(=O)NC(C)(C)C)N(C(=O)c1csnn1)c1ccccc1 (stereo unspecified)	-1.6	1.5	21.3	-3.3	3.7	-7.3	8.4	9.9	i	2.7
CCC(C)c1ccc(NC(=O)C2CC2)cc1 (stereo unspecified)	1.6	2.5	-53.9	-2.5	17.9	-16.8	-73.3	-43.5	i	-0.1
CCn1c(C(=O)N2CCc3ccccc3C2)cc2oc3ccccc3c21	3.1	-2.4	27.5	-0.9	19.8	-0.9	4.9	5.9	i	4.8
O=C(CCC1CCCC1)N=C1SC2CS(=O)(=O)CC2N1c1ccccc1F (stereo unspecified)	3.8	-5.9	64.3*	6.0	2.1	-30.8	10.0	19.4	i	6.4
COCCn1c(=O)[nH]c2cc(C(=O)N3CCN(c4ccccc4OC)CC3)ccc2c1=O	-3.0	-1.6	-9.8	-2.7	19.5	-13.4	12.1	-3.7	i	4.5
COc1ccc(CC2(C)OC(c3ccccc3)=NN2C(C)=O)cc1 (stereo unspecified)	7.4	1.2	3.5	-2.4	10.8	-2.1	-11.1	-0.9	i	-4.2
COc1ccc(CNC(=O)C2CSC(c3ccc(OC)cc3)N2C(C)=O)cc1 (stereo unspecified)	-1.7	4.6	-0.4	-1.7	12.9	-20.9	14.7	0.0	i	-1.2
CCCCNC(=S)NNC(=O)c1cccnc1	4.8	0.1	14.7	-0.8	6.2	-13.9	0.9	-1.2	i	0.7
COCCCNC(=O)c1c(N)n(/N=C/c2ccccn2)c2nc3ccccc3nc12	3.2	-1.7	-6.1	.	4.7	2.8	-21.5	3.6	i	11.8
O=C1/C(=C\c2ccc([N+](=O)[O-])cc2)CCc2ccccc21	2.2	-0.2	60.3*	0.6	20.4	0.5	-60.1	28.8	i	0.7
CCC(=O)Nc1ccc(NC(=O)CSc2nc3cc4c(cc3cc2C)CCC4)cc1	-1.2	1.9	13.7	-0.8	5.7	1.4	2.1	-2.6	i	-3.1
Nc1nonc1C(=O)N/N=C/c1ccc(-c2cccc([N+](=O)[O-])c2)o1	-2.7	-0.4	5.6	1.4	25.5	-50.5	-8.3	1.7	i	0.1
COc1ccc(C2C(C(=O)NCCN3CCOCC3)c3ccccc3C(=O)N2C)cc1OC (stereo unspecified)	3.0	3.4	-22.0	3.0	14.2	-11.4	-9.8	-6.5	i	-0.7
COc1ccc(CN(CCC#N)C(=S)NC(=O)c2ccccc2)cc1	0.2	2.4	-2.9	-1.9	2.4	-13.1	24.1	-1.2	i	-0.8
COc1ccc(OC)c(N(CC(=O)Nc2ccc3c(c2)OCO3)S(=O)(=O)c2ccccc2)c1	4.5	0.1	-12.2	0.0	-5.2	5.3	14.2	-2.4	i	1.7
O=C(NCc1ccc(F)cc1)c1ccc(Cl)c(NC2=NC3CS(=O)(=O)CC3S2)c1 (stereo unspecified)	-7.0	1.4	-7.0	-1.2	20.1	-7.4	-23.8	-2.2	i	-6.3
CCOC(=O)c1ccc(N2C(=O)Cc3ccccc3C2=O)cc1	-3.8	5.5	-21.0	0.5	4.5	-20.2	18.5	-18.9	i	-4.9

One compound at a time (already shown). Screens in order: HSP90 inh	GSK3beta inhib	HSF-1 act	GSK3 alpha inh	AI-2 QS modul	KLF5 inh	aSyn 5UTR inh	HSF1 inhib	PolyA inhibitor	IEC-6 tox
Shown for COc1cc(Cl)c(C)cc1NC(=O)CSC : 5.2	0.1	-3.2	-0.6	0.5	10.5	-4.5	-6.7	i	1.9
Shown for O=C1c2ccccc2CN1C(CO)Cc1ccccc1 (stereo unspecified) : 0.2	-0.1	-4.6	-0.5	29.2	-16.5	-2.7	5.3	i	-0.9
Shown for COc1cc(/C=C(/C#N)C(=O)NC(C)c2ccccc2)cc(OC)c1O (stereo unspecified) : 4.8	-1.2	6.5	-0.9	13.8	-4.4	13.6	2.7	.	1.5
Shown for CCOC(=O)c1c(NC(=O)C2C3CCC(O3)C2C(=O)O)sc(C)c1-c1ccc(F)cc1 (stereo unspecified) : 1.5	1.3	10.8	-3.2	20.3	-34.8	-4.9	3.7	i	-6.6
